Compound activity as filed in PubChem BioAssay.
HttQ103 aggreg = inhibitors of mutant huntingtin aggregate formation in PC12 cells; PC12 HttQ103-GFP aggregates, Acumen cytometry, 40 h; Potency, µM (series often up to 46.1 µM), without a hit: at the highest dose activity change, negative = inhibition, usual class: inhibitors; 1.1% of 220,000 active; also: potency is read from the fitted curve at half-maximal effect; % is scaled to controls: 0 for no effect and ±100 for the full control effect; nearly all actives have a fitted effect of over 60% in size
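PC12 cells stably carrying ecdysone-inducible HTT exon 1 Q103–GFP were induced with tebufenozide (100 nM final) and treated with library compounds in titration. GFP aggregates in lysates were counted by laser scanning cytometry.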
Epigenetic derep = derepresses silenced GFP reporter in murine cells; murine LDR cells, GFP reporter derepression, 30 h; Potency, µM (titrated, usually from 53.9 µM), for inactives: top-dose GFP activation, hits mostly activators; 0.2% of 280,000 active; AID 1865; also: potency is read from the fitted curve at half-maximal effect; % of control where 0% means no effect; nearly all actives have a fitted effect of over 60% in size
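Readout is the number of GFP-expressing murine LDR cells, counted by cytometry following washing. Cells were treated with compound for 30 h at 37 C; the stably integrated CMV-GFP locus is normally silent.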
Lamin A splicing = modulators of lamin A splicing; HeLa LMNA splicing GFP/RFP minigene ratio, 48 h; Potency, µM (highest dose often 46.1 µM), for the others: at the highest dose ratio change, negative = inhibition, usual class: inhibitors; 0.01% of 200,000 active; AID 1487; active = well fitted inhibition curve with a large enough effect in the signal ratio, with a control signal flat, not every such curve was filed as active; inconclusive = small, poorly fitted or top-dose-only effect, or effect the other way, or a change in a side signal; the % refers to the signal ratio; also: potency is read from the fitted curve at half-maximal effect; % is scaled to controls: 0 for no effect and ±100 for the full control effect
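Read-out is the ratio of GFP to DsRed2 object intensity, acquired by 488 nm laser-scanning cytometry on HeLa lamin A-EGFP minigene reporter cells. Compound incubation 48 hrs at 37 °C in Opti-MEM with 2% FBS; DMSO 0.5% final.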
CBFb RUNX1 block = CBF-beta/RUNX1 interaction disruption; Potency, µM (series often up to 59.8 µM), without a hit: at the highest dose activity, negative = inhibition, hits mostly inhibitors; 230,000 tested, under 10 active; Q01196+Q13951; AlphaScreen CBFb-His/RUNX1-biotin binding, biochemical; also: % of control where 0% means no effect
Target sequence (Q01196 whole entry, looked up): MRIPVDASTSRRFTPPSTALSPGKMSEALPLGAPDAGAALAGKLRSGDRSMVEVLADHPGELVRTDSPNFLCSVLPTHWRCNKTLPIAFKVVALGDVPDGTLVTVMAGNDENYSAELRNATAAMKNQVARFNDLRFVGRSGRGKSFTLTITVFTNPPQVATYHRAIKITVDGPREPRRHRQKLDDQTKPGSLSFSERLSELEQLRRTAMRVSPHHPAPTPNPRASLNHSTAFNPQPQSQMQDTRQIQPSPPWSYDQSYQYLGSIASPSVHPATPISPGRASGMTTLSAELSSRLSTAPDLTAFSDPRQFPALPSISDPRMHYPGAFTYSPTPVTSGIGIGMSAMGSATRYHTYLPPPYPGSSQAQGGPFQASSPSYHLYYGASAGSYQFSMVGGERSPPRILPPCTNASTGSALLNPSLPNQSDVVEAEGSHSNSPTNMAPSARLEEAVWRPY
Target sequence (Q13951 whole entry, looked up): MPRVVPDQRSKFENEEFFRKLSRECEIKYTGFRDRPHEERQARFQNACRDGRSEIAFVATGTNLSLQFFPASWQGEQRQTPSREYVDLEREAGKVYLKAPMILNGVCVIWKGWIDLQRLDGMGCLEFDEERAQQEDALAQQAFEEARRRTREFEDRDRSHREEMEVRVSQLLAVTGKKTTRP
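Compounds were screened at multiple concentrations against a preformed CBF-beta(His)/RUNX1(biotin) complex (30 nM of each) for 15 min at room temperature, followed by 90 min with nickel and streptavidin beads and AlphaScreen reading.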
NPSR antag = neuropeptide S receptor (human) antagonism, cAMP | Q6W5P4 | CHO-NPSR cells, cAMP TR-FRET, antagonist mode | Potency, µM (titrated, usually from 38.3 µM), inactives show at the highest dose activity change, negative = inhibition, most hits filed as inhibitors | 1% of 220,000 active | AID 1461; also: potency is read from the fitted curve at half-maximal effect; % is scaled to controls: 0 for no effect and ±100 for the full control effect; nearly all actives have a fitted effect of over 50% in size; many of its hits are not listed in these tables
Target sequence (Q6W5P4 whole entry, looked up): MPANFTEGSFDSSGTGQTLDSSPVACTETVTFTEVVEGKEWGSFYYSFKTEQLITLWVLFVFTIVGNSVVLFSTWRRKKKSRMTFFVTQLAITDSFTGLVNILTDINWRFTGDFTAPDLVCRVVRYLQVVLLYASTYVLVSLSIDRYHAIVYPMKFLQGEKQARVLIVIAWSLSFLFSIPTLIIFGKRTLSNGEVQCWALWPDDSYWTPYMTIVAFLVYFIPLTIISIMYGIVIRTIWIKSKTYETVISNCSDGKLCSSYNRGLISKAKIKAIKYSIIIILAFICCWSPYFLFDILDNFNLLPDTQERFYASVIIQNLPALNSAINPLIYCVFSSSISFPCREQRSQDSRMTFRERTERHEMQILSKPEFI
KinaseGlo FLuc = blocks Kinase-Glo luciferase, a counter-screen artifact; Q27757; AID 1379; Potency, µM (series often up to 38.3 µM), for the others: top-dose activity change, negative = inhibition, most hits filed as inhibitors; 0.28% of 200,000 active; Kinase-Glo luciferase, ATP luminescence, 8 min; also: potency is read from the fitted curve at half-maximal effect; % is scaled to controls: 0 for no effect and ±100 for the full control effect; nearly all actives have a fitted effect of over 60% in size
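Compounds were added to a substrate mix at pH 7.2 (50 mM imidazole, 10 uM ATP, within the enzyme's linear range), followed by Kinase-Glo detection reagent; luminescence was measured after 8 minutes at ambient temperature.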
IMPase Li inh = IMPase inhibition in cells with lithium potentiation; AID 1457; CHO-M1 cells, IP1 TR-FRET (IP-One), carbachol + lithium; 0.35% of 210,000 active; Potency, µM (series often up to 59.4 µM), inactives show at the top dose activity, negative = IMPase inhibition, most hits filed as inhibitors;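 also: IP1 builds up when IMPase is blocked and the TR-FRET signal falls; potency is read from the fitted curve at half-maximal effect; plate controls were basal vehicle for no effect and high inhibitor control for full effect; nearly all actives have a fitted effect of over 50% in size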
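Test compounds were applied to CHO-M1 cells previously cultured for 16–30 h at 2000 per well. A small lithium amount accompanied them; after 30 min at 37C, IP1 was quantified by TR-FRET.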
Active calls of the source: *; ? = inconclusive; . = no result given; [ ] = dose if it differs, or a comment. Unless noted, calls follow the shape of the dose curve; as a rule, active = well fitted curve in the direction sought with a large enough effect; inconclusive = small, poorly fitted or top-dose-only effect, or another doubt; inactive = no such curve, though single readings can be large; an effect the other way counts as inactive or inconclusive.

No.	SMILES	HttQ103 aggreg	Epigenetic derep	Lamin A splicing	CBFb RUNX1 block	NPSR antag	KinaseGlo FLuc	IMPase Li inh
1	CC(=O)/C=N/Nc1ccccc1	-6%	0.0%	11%	1%	5%[46.1 µM]	-2%	6%[38.3 µM]
2	Cc1cc(C)nc(SCC(=O)N2CCC(C(N)=O)CC2)n1	-10%	0.0%	10%	12%	8%[46.1 µM]	1%	5%[38.3 µM]
3	NNC(=O)/C(=C\c1ccc(Br)cc1)NC(=O)c1cccs1	6%[9.22 µM]	4.7%	?	-7%	0%	4%	2%
4	O=C(Cc1cccs1)Nn1c(Cc2cccs2)nc2ccccc2c1=O	14%	0.0%	5%	-3%	-6%[46.1 µM]	1%	-5%[38.3 µM]
5	O=C(CN1CCN(c2ccc(Cl)cc2)CC1)NCc1cccs1	14%[9.22 µM]	-2.6%	.	-5%	-8%	-1%	5%
6	C=CCN1C(=O)CSC1=Nc1ccc(O)cc1	-27%	-1.0%	?	5%	-15%[46.1 µM]	-1%	28%[38.3 µM]
7	O=C(Cc1cccs1)Nc1ccc(-c2nnn(CC(=O)N3CCOCC3)n2)cc1	24%	-1.5%	-4%	-19%	-9%[46.1 µM]	-2%	2%[38.3 µM]
8	O=C(/C=C/c1ccc(S(=O)(=O)N2CCOCC2)cc1)NCc1ccc(Cl)cc1	-5%	7.5%	?	7%	-22%	-1%	10%
9	O=C(Nc1ccc(Cl)cc1F)C1CC1	16%	0.0%	3%	-1%	13%	2%	0%
10	CCc1ccccc1NC(=O)c1cc(-c2cccc(O)c2)on1	16%	1.2%	-3%	-1%	-18%[46.1 µM]	-4%	20%[38.3 µM]
11	O=C(c1ccc(-c2nnc(Nc3ccccc3)c3ccccc23)cc1)N1C[C@H]2C[C@H](C1)c1cccc(=O)n1C2	11%	-1.2%	-7%	-4%	-14%[46.1 µM]	0%	16%[38.3 µM]
12	O=C(O)CCC(=O)Nc1nc2nccc(-c3ccccc3)n2n1	-6%[9.22 µM]	0.0%	.	-14%	3%[7.67 µM]	.	.
13	Cc1cccc(NC(=S)NCCN2CCOCC2)c1	-18%	-2.2%	-5%	6%	8%	-1%	-6%
14	Cc1nc(CNC(=O)CC2C(=O)NCCN2Cc2ccoc2)nc2c1CCCC2 (stereo not drawn)	-25%[9.22 µM]	-0.1%	.	7%	13%	.	.
15	COc1ccc(Cl)cc1NC(=S)NNC(=O)C1(C)CC1(Cl)Cl (stereo not drawn)	9%[9.22 µM]	2.4%	?	-4%	-5%	-2%	-2%
16	Cc1ccc(F)c(NC=C2C(=O)OC(C)(C)OC2=O)c1	-5%	-3.4%	-2%	3%	-24%[46.1 µM]	-3%	3%[38.3 µM]
17	NS(=O)(=O)c1cccc(NC(=O)CN2CCN(Cc3ccc4c(c3)OCO4)CC2)c1	14%	-1.1%	-9%	?	10%	-1%	13%
18	COCC(=O)N(C)c1nnc(-c2ccccn2)s1	1%	-0.8%	11%	13%	-26%[46.1 µM]	-16%	36%[activator][38.3 µM]
19	COc1ccc(CCNC(=O)CSCC(=O)Nc2ccccc2)cc1OC	-32%[9.22 µM]	0.1%	.	15%	3%	.	.
20	CC1CCCN(C(=S)Nc2ccc3nc4n(c(=O)c3c2)CCCCC4)C1 (stereo not drawn)	4%	0.0%	?	3%	10%	0%	26%
21	CC(C)Cc1nnc(NC(=O)CSc2ncn[nH]2)s1	-23%	-0.9%	?	5%	6%[46.1 µM]	7%	13%
22	O=C1CN2C(=Nc3ccc(Cl)cc3C2c2ccccc2)CN1 (stereo not drawn)	-1%	0.0%	11%	-1%	-13%[46.1 µM]	-4%	3%[38.3 µM]
23	Cc1cc(C)cc(OCC(=O)NCC2CCCO2)c1 (stereo not drawn)	-13%	1.0%	3%	-4%	-6%[46.1 µM]	-1%	2%[38.3 µM]
24	CCCCC(C)n1[nH]c(=O)c2c(C)cc(C)nc21 (stereo not drawn)	12%[9.22 µM]	0.1%	.	2%	0%	.	.
25	COc1ccccc1NC(=O)CC1C(=O)Nc2c1c(=O)n(C)c(=O)n2C (stereo not drawn)	?	0.0%	1%	0%	-1%[46.1 µM]	0%	4%[38.3 µM]
26	CS(=O)(=O)N(CC(=O)NC1CCCCCC1)Cc1ccc(Cl)cc1	-6%	0.0%	6%	0%	-5%[46.1 µM]	-4%	33%[38.3 µM]
27	Cc1cccc(NCN2C(=O)c3ccncc3C2=O)n1	-27%	-1.1%	-1%	-6%	-25%[46.1 µM]	-3%	-1%
28	COc1cc(-c2nnc(SCC3(c4ccc(Br)cc4)OCCO3)o2)cc(OC)c1OC	-5%	-2.3%	-11%	5%	-22%[46.1 µM]	-5%	16%[38.3 µM]
29	O=C(c1ccco1)[C@@H]1[C@@H]2C(=O)N(c3ccccc3)C(=O)[C@@H]2C2c3ccccc3C=CN21 (stereo partly drawn)	?	0.9%	12%	-6%	-9%[46.1 µM]	-5%	10%[38.3 µM]
30	CN1C(=O)N(C)C2C1N(CN1CCCCC1)C(=O)N2CN1CCCCC1 (stereo not drawn)	-5%[9.22 µM]	-0.4%	1%	-4%	-3%[46.1 µM]	1%	1%[38.3 µM]

In the list so far, 2 contain an NH in an aromatic ring:
No.	SMILES	HttQ103 aggreg	Epigenetic derep	Lamin A splicing	CBFb RUNX1 block	NPSR antag	KinaseGlo FLuc	IMPase Li inh
21	CC(C)Cc1nnc(NC(=O)CSc2ncn[nH]2)s1	-23%	-0.9%	?	5%	6%[46.1 µM]	7%	13%
24	CCCCC(C)n1[nH]c(=O)c2c(C)cc(C)nc21 (stereo not drawn)	12%[9.22 µM]	0.1%	.	2%	0%	.	.

Next part.
No.	SMILES	HttQ103 aggreg	Epigenetic derep	Lamin A splicing	CBFb RUNX1 block	NPSR antag	KinaseGlo FLuc	IMPase Li inh
31	N#CC(=C1CCCC1)c1nc(-c2ccccc2O)cs1	6%	0.6%	3%	-8%	?	?	-6%[38.3 µM]
32	Cc1ccccc1C(=O)NCc1ccncc1	3%[9.22 µM]	-0.5%	-2%	8%	-4%[46.1 µM]	-2%	3%[38.3 µM]
33	O=C(Nc1cccc2ncccc12)C12CC3CC(CC(C3)C1)C2	3%[9.22 µM]	-3.1%	-13%	3%	-14%[46.1 µM]	3%	-9%[38.3 µM]
34	O=C(NC1CCCCC1)C1CCN(c2nccs2)CC1	-4%	0.0%	5%	2%	-1%[46.1 µM]	1%	9%[38.3 µM]
35	CCCc1nnc(SCC(=O)N2CCCC(C)C2)n1CCCOC (stereo not drawn)	6%	0.0%	-2%	7%	-21%[46.1 µM]	-4%	-9%[38.3 µM]
36	O=C(NC1CCCC1)C1CCN(C(=O)NCc2ccccc2)CC1	-5%	0.1%	10%[46 µM]	2%	-13%	-2%	2%
37	Cc1ccc(C)n1-c1c(C(=O)NN)cnn1-c1ccccc1	-26%	-0.4%	2%[46 µM]	6%	1%	-2%	1%
38	CCn1c(=O)c2ccccc2n2c(SCC(=O)N3CCCc4ccccc43)nnc12	-6%	-1.0%	0%	0%	-2%[46.1 µM]	-1%	5%[38.3 µM]
39	COc1ccc(NS(=O)(=O)c2ccc(Cl)s2)cn1	-14%[9.22 µM]	0.1%	.	6%	-12%	.	.
40	Cc1cc(NC(=O)CC2CCCC2)n(-c2nc3ccccc3[nH]2)n1	?	0.0%	-18%	4%	-31%[46.1 µM]	0%	24%[38.3 µM]
41	COc1cc(/C=N/N=C2\CC3CCC2(C)C3(C)C)ccc1O (stereo not drawn)	7%	-4.1%	15%	1%	-34%[46.1 µM]	7%	3%[38.3 µM]
42	CN(CC(=O)N1CCN(c2ccccn2)CC1)S(=O)(=O)c1ccccc1	-9%	1.0%	-5%	3%	14%[46.1 µM]	-5%	13%[38.3 µM]
43	CCN(CC)S(=O)(=O)c1cc(C(=O)Nc2ccc(Cl)cn2)ccc1C	-31%	-1.0%	?	19%	-13%[46.1 µM]	-2%	45%[activator][38.3 µM]
44	CC(C)CCn1c(Sc2nc3ccccc3o2)nc2c1c(=O)[nH]c(=O)n2C	4%	-1.6%	?	-1%	32%	-3%	9%
45	O=C(Cn1nc(-c2ccccc2)ccc1=O)Nc1ccc(N2CCN(C(=O)c3ccccc3)CC2)cc1	-27%	-2.0%	?	-11%	-13%[46.1 µM]	2%	-3%
46	O=C(C1=C[C@H](C2CC2)C[C@H](OCc2ccc(CO)cc2)O1)N1CCN(Cc2ccccc2)CC1	44%[9.22 µM]	-2.0%	.	10%	45%	.	3%
47	NC(=O)C1(N2CCCCC2)CCN(S(=O)(=O)c2cc(Cl)sc2Cl)CC1	-3%[9.22 µM]	-0.3%	.	-3%	2%	.	.
48	Cc1[nH]c(=O)c(C(=O)c2cc(Cl)ccc2O)cc1C(=O)O	-1%	0.0%	.	4%	11%	-2%	0%
49	CCOC(=O)C(NC(=O)C1CCCN1C(=O)OCc1ccccc1)C(=O)OCC (stereo not drawn)	-9%	-2.0%	0%	5%	-3%[46.1 µM]	1%	2%
50	CC1=C(C(=O)OCC2CCCO2)C(c2ccc(C)o2)C2=C(CC(c3ccc(F)cc3)CC2=O)N1 (stereo not drawn)	10%	-0.8%	-6%	0%	-21%[46.1 µM]	-1%	12%[38.3 µM]
51	COc1ccc(NC(=O)c2oc3ccccc3c2NC(=O)c2ccco2)c(OC)c1	2%	2.5%	9%	1%	-17%[46.1 µM]	-1%	16%[38.3 µM]
52	CCOC(=O)C1=C(COC(=O)C2(C)CC2(Cl)Cl)NC(=O)NC1c1ccc(OC)cc1 (stereo not drawn)	-13%	-0.2%	-7%[46 µM]	-1%	-10%	1%	13%
53	O=C(/C=C/c1ccccc1)c1cccs1	.	?	.	17%[21.7 µM]	.	-16%	26%
54	Cc1cccc(S(=O)(=O)NCCC(=O)OCC(=O)Nc2ccc(C#N)cc2)c1	-13%	1.1%	?	0%	9%	6%	0%
55	N#CCc1ccc(C(=O)c2ccccc2)s1	-4%	-8.0%	-4%	4%	-5%[46.1 µM]	1%	7%[38.3 µM]
56	CC(C)(C)OC(=O)N/N=C\c1ccc([N+](=O)[O-])s1	-7%	-1.6%	.	-14%	-10%	3%	3%
57	CCOc1cc(/C=C2/NC(=O)N(Cc3ccccc3F)C2=O)ccc1O	-3%	5.2%	6%	1%	-23%	2%	12%
58	CCOc1ccc(C(=O)OCC(=O)Nc2nc(OC)cc(OC)n2)cc1OCC	-1%	1.0%	1%	7%	-4%[46.1 µM]	-5%	22%[38.3 µM]
59	Nc1cccc(-c2nnc3n2CCCCC3)c1	-17%	0.0%	-3%[46 µM]	-8%	3%	2%	4%

An excerpt (hit frequency here may not be typical).
